High-throughput results: PubChem, several laboratories
INS promoter inh – inhibitors of insulin promoter-driven GFP, primary screen, imaging, TRM-6 cells (human fetal islet line), eGFP reporter, cell count | reporter expression induced with tamoxifen | inhibition, % at 2 µM | actives 0.9% (n = 130,000) | AID 1273, 2008;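 active = inhibition above the mean plus 3 SD, with well images judged a real hit on visual review, cut at about 60% in these data, passing the limit was not always enough; inconclusive = inhibition over the cutoff but images rejected on review; inactive = inhibition not above the cutoff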
sdo1 growth – growth rescue of sdo1-depleted yeast, primary screen, S. cerevisiae, bone marrow failure model; z-score at 10 µM; S. cerevisiae sdo1-depleted JHY4D growth rescue, OD600 30 h; hits give high values; pdr5 snq2 efflux-pump mutant strain; AID 817, 2007; actives 0.21% (n = 140,000);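 active = z-score above 3 at both the 24 hr and the 30 hr optical density reads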;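 also: z-score against mean and SD of all compound wells on the same plate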
sdo1 growth Rescue 24 h – second read-out of sdo1 growth, no call of its own (marks repeat the call); z-score; S. cerevisiae sdo1-depleted JHY4D growth rescue, OD600; measured here: growth rescue at 24 h;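 0 is the plate mean of compound wells and units are plate SD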
An asterisk follows results filed as active; ? = inconclusive; . = not tested or not shown; & = joins results of further samples. A portion of the library; the hit share may differ from the screen's.

Each structure is followed by: sdo1 growth | INS promoter inh | sdo1 growth Rescue 24 h
CC(C)CCNC(=O)CSc1nnc(-c2ccc(S(=O)(=O)N3CCCC3)cc2)n1C
  0.56 | 0.0 | 0.56
COC(=O)c1ccc(N2CCN(C)CC2)c(NC(=O)COc2ccc(OC)cc2)c1
  1.06 | 9.1 | 0.66
CCCc1nc2ccc(NC(=O)NCCC(=O)OCC)cc2c(=O)n1Cc1cccc(Cl)c1
  -0.49 | . | -0.13
Brc1ccccc1OCCCCCN1CCCC1
  -0.33 | -51.7 | -0.73
COc1ccccc1/C=C\C=N\NC(=O)CCn1nnc2ccccc21
  0.29 | -57.6 | 0.56
CCc1cccc2c(C=C(C#N)C#N)cn(CC(=O)N3CCCCCC3)c12
  0.26 | -32.1 | 0.82
Cc1cccc2nc(Cn3c(=O)n(CCC(=O)NCc4ccco4)c(=O)c4sccc43)cc(=O)n12
  -0.01 | . | -0.02
Cc1ccc(S(=O)(=O)/N=C(\CN2CCOCC2)N2CCOCC2)cc1
  0.26 | -4.7 | 0.18
Cc1cccc(Cn2c(N(C)CCO)nc3c2c(=O)[nH]c(=O)n3C)c1
  0.13 | . | -0.31
CC(C)(C)c1ccc(OC2=CS(=O)(=O)c3ccccc32)cc1
  -0.43 | 46.7 | -0.1
COc1cc(C2C(C#N)=C(N)Oc3n[nH]c(-c4ccccn4)c32)cc(OC)c1OC (configuration not stated)
  1 | . | 0.95
COC(=O)c1c(N)sc2c1CC(C)(C)OC2
  . | 20.0 | .
CC(NC(=O)COc1ccc(/C=N/NS(=O)(=O)c2ccccc2)cc1)c1ccccc1 (configuration not stated)
  0.18 | -10.0 | 0.03
Cc1ccc(OCC(=O)N/N=C/c2ccc3c(c2)OCO3)cc1C
  . | -2.7 | .
COC(=O)c1cc(C(C)=O)n2ccccc12
  0.24 | 3.6 | -0.27
CCC(=O)c1ccc(OCC(=O)NC2(C#N)CCCCC2)cc1
  . | 21.4 | .
Cc1ccc(/C(N)=N/OC(=O)c2cccc(F)c2)cc1
  -1.86 | 13.8 | -0.5
C#CC(C)(C)NC(=O)c1sccc1Oc1ccc(F)cc1[N+](=O)[O-]
  . | 21.9 | .
CC(C)CC(=O)NCCCN1CCN(CCCNC(=O)CC(C)C)CC1
  1.2 | ? | 1.23
CCn1ncc(C2=NOC(C(=O)NCC(C)C)C2)c1C (configuration not stated)
  1.07 | . | 0.86

Five compounds already listed, sorted by their value in sdo1 growth Rescue 24 h, falling:
structure	sdo1 growth Rescue 24 h
CC(C)CC(=O)NCCCN1CCN(CCCNC(=O)CC(C)C)CC1	1.23
COc1cc(C2C(C#N)=C(N)Oc3n[nH]c(-c4ccccn4)c32)cc(OC)c1OC (configuration not stated)	0.95
CCn1ncc(C2=NOC(C(=O)NCC(C)C)C2)c1C (configuration not stated)	0.86
CC(NC(=O)COc1ccc(/C=N/NS(=O)(=O)c2ccccc2)cc1)c1ccccc1 (configuration not stated)	0.03
Cc1ccc(/C(N)=N/OC(=O)c2cccc(F)c2)cc1	-0.5

Remaining list, next part
Each structure is followed by: sdo1 growth | INS promoter inh | sdo1 growth Rescue 24 h
CCCN(CCC)c1nc(C)cc(C(C#N)c2nc3ccccc3o2)n1 (configuration not stated)
  0.84 | . | 1.15
CC(C)(C)SCCNC(=O)CN1C(=O)c2ccccc2S1(=O)=O
  0.99 | . | 0.15
CCNC(=S)N/N=C/c1cc(Br)cc(Br)c1OC
  -0.92 | -54.0 | -1.07
CCOCCCNC(=O)CN1C(=O)CSc2ccccc21
  0.28 | 50.0 | -0.42
Cc1cc(NC(=O)COc2ncnc3sc(C)c(C)c23)no1
  -0.46 | -61.9 | -1.93
CC(C(=O)N1CCCCC1)n1sc2ccccc2c1=O (configuration not stated)
  -0.08 | 26.9 | 0.06
Cc1cc(=O)n2nc(-c3ccccc3)sc2c1C#N
  1.05 | 9.1 | 1.45
CN(C)S(=O)(=O)c1ccc(/C(O)=C2/C(=O)C(=O)N(Cc3cccnc3)C2c2ccco2)cc1 (configuration not stated)
  1.14&1.24 | . | 2.07&0.76
CC1CC(NC(=O)c2ncn[nH]2)CC(C)(C)C1 (configuration not stated)
  2.03 | . | 2.92
Cn1cccc1/C=N/NC(=O)c1cccc(OC(F)(F)C(F)F)c1
  1.26 | . | 0.89
Cn1c(=O)n(C)c2cc(NS(C)(=O)=O)ccc21
  -0.01 | -92.9 | -0.82
CCCCCCNC(=O)Cc1nc2nc(C)cc(C)n2n1
  0.31 | . | 0.19
O=c1[nH]c(Cn2nnc(-c3ccccc3)n2)nc2scc(-c3ccccc3)c12
  -0.44 | -9.1 | -0.32
Cc1cc(C)nc(NS(=O)(=O)c2ccc(NC(=S)NC(=O)C(C)C)cc2)n1
  1.14 | 30.8 | 1.17
Cc1ccc(OCCNC(=O)c2cc(=O)[nH]c3ccccc23)cc1
  . | -78.6 | .
CN1C2C=C3C(C#N)=C(N)C(C#N)(C#N)[C@@H](c4cccc(F)c4)[C@@H]3C1CC2 (some centres not stated)
  1.28 | 13.5 | 0.63
C=CCn1c(SCc2c(C)noc2C)nnc1C1COc2ccccc2O1 (configuration not stated)
  -1.52 | . | -0.92
Cc1cc2nc(C3CCCN(C(=O)NCc4ccccc4)C3)[nH]c2cc1C (configuration not stated)
  0.34 | 15.4 | -0.04
CCOc1ccc(C(=O)CC(NCc2cccs2)C(=O)O)cc1 (configuration not stated)
  . | -100.0 | .
Cc1ccc(C)c(C(=O)CSc2n[nH]c(C(C)C)n2)c1
  -0.03 | . | -0.25
O=C(c1ccco1)N1CCN(CCCCN2C(=O)c3ccccc3C2=O)CC1
  0.84 | . | 0.49
Cc1cc(C)c(NC(=O)c2cn3c4c(c(N5CCN(C)CC5)c(F)cc4c2=O)OCC3C)c(C)c1 (configuration not stated)
  0.74 | -150.0 | 0.65
CC1CCc2nc(NC(=O)CN3CCN(c4ccccc4)CC3)sc2C1 (configuration not stated)
  -0.01 | -12.1 | 1.17
CC(C)c1ccc(/C=C(/C#N)c2nnc(NC(=O)c3ccccc3)s2)cc1
  0.59 | -13.3 | 1.22
CCOC(=O)c1cnc2c(-c3ccc(F)cc3)cnn2c1C(F)(F)F
  . | -5.0 | .
CCNC(=O)c1cc(Cl)ccc1OC
  0.97 | 0.0 | 0.47
Cc1[nH]c2ccccc2c1C(=O)COC(=O)c1cccc(S(=O)(=O)N2CCCCC2)c1
  -0.42 | 35.7 | -0.58
CCn1c(-c2ccccc2)csc1=Nc1ccc(S(=O)(=O)O)cc1
  -1.64 | 40.3 | -1.37
COc1ccc(S(=O)(=O)CCC(=O)Nc2c(C)n(C)n(-c3ccccc3)c2=O)cc1
  1.91 | . | 1.61
Nc1c(C(=O)c2ccc(Br)cc2)oc2ccccc12
  0.84 | 46.7 | 2.33
O=C(CSc1nc2ccccc2c(=O)n1CC1CCCO1)NCc1ccc2c(c1)OCO2 (configuration not stated)
  . | 0.0 | .
O=C(NCCCn1ccnc1)/C(=C\c1cccs1)NC(=O)c1ccccc1
  0.04 | . | -0.64
CC(C)CN(C(=O)CSc1nncs1)c1c(N)n(CC(C)C)c(=O)[nH]c1=O
  0.55 | -2.9 | 0.17
COc1cc(-c2nnc(-c3cccnc3)o2)cc(OC)c1OC
  -0.54 | . | -0.9
Cc1ccc[n+](CC(=O)c2cc3ccccc3oc2=O)c1
  0.78 | 20.8 | 0.85
CC(=O)OCC(=O)Nc1ccc(C(C)=O)cc1
  0.06 | -21.1 | -0.02
CCOC(=O)C1CCCN(C/C(O)=C(\C#N)c2nc(-c3ccccc3)cs2)C1 (configuration not stated)
  0.45 | -14.3 | -0.56
CCC(C)[C@H](NC(=O)NCc1cccs1)C(=O)O (some centres not stated)
  0.12 | . | -0.61
CCCSc1cc(N2CCOCC2)nc(-c2ccccc2Cl)n1
  0.04 | 8.1 | 0.48
O=C(N=Nc1c(O)[nH]c2ccc(Br)cc12)c1ccccc1-n1cccc1
  -2.33 | -117.2 | -2.41
Cc1cc(S(=O)(=O)N(Cc2ccc(F)cc2)CC2CCCO2)ccc1-n1cnnn1 (configuration not stated)
  0.02 | . | 0.31
O=C(OCC(=O)N1CCCC1)c1ccco1
  0.33 | -3.0 | -0.26
COc1ccccc1NS(=O)(=O)c1cccc(C(=O)N/N=C(\C)c2ccc(-n3ccnc3)cc2)c1
  0.38 | . | 0.11
O=c1[nH]c(-c2ccccn2)nc2sc(-c3ccccc3)cc12
  . | 27.8 | .
Cc1nc(=O)c(-c2ccccc2)c(C)n1CC1CCCO1 (configuration not stated)
  1.56 | -33.3 | 1.95
Cc1cc(=O)cc(C)n1-c1ccc(O)cc1
  . | 31.4 | .
O=[N+]([O-])c1ccc(C2CNC(c3ccccc3)O2)cc1 (configuration not stated)
  0.03 | 73.3 | -0.44
O=C(Cc1cccc2ccccc12)N/N=C/c1ccc(Sc2cccc3cccnc23)o1
  -0.72 | 13.0 | -0.41
Cc1cccc(C)c1NC(=O)CSCC(=O)c1ccc(O)c(O)c1
  0.48 | . | 0.03
COc1cccc(NC(=O)Cn2c(=O)n(-c3ccccc3)c(=O)c3oc4ccccc4c32)c1
  0.5 | 36.0 | 0.16

Additional compounds
Each structure is followed by: sdo1 growth | INS promoter inh | sdo1 growth Rescue 24 h
O=C(N1CCN=C1SCc1cccnc1)C12CC3CC(CC(C3)C1)C2
  -0.48 | . | -0.53
CCCOc1ccc(/C=C/C(=O)N2CCN(c3ccccn3)CC2)cc1
  . | -53.9 | .
COc1ccc(C2N(c3ccccc3)C(=S)N3CCCN23)cc1 (configuration not stated)
  -0.05 | 23.5 | -0.17
N#CC(c1ccccn1)(c1ncc(C(F)(F)F)cc1Cl)N1CCOCC1 (configuration not stated)
  0.43 | 0.0 | -0.27
O=C1Nc2ccccc2C(O)(C(=O)NCc2ccc3c(c2)OCO3)N1c1ccccc1 (configuration not stated)
  0.48 | . | 0.23
CN1CCN(S(=O)(=O)c2ccc(Oc3ccc(F)c(Cl)c3)nc2)CC1
  . | 5.3 | .
Cc1ccc2nc(C(C)O)[nH]c2c1 (configuration not stated)
  0.59 | 31.4 | -0.67
Cc1cnc(NC(=O)COc2ccccc2)s1
  0.42 | . | 0.07
COc1ccc(NC(=O)CCCC2CCCCC2)cc1S(=O)(=O)N1CCCCC1
  0.03 | 30.8 | -0.11
Cc1ccc(C(=O)NCCc2nnc(SCC(=O)Nc3nc(-c4ccccc4)cs3)n2C)cc1
  -0.33 | -140.0 | 1.01
COC(=O)C1=C(C)NC(=O)NC1c1cc(Cl)ccc1OC (configuration not stated)
  0.39 | 37.5 | 0.24
CCOC(=O)c1c(NC(=O)Cc2cccs2)sc(C)c1C
  -0.16 | 18.2 | 0.26
CO/C([O-])=N/c1c[n+](-c2ccc(C)cc2)no1
  1.21 | -60.0 | 0.7
Cc1cccc(NC(=O)CN(C)S(=O)(=O)c2cccs2)c1
  0.07 | 35.5 | 0.08
COc1cccc(OCC(O)CN2CCN(CCO)CC2)c1 (configuration not stated)
  0.79 | 5.0 | 0.18
COc1cc2cc(CN(Cc3cccs3)C(=S)Nc3cccc(C)c3)c(=O)[nH]c2cc1OC
  -1.41 | -353.9 | -0.86
COC(=O)C1=C(C)NC(C)=C(C(=O)OC)C1c1ccc(N(C)C)cc1
  0.8 | . | 0.83
COC(=O)CSc1nnc(CSc2nc(C)cc(C)n2)n1Cc1ccco1
  2.61 | -21.4 | 2.53
COc1ccc(CCNc2nc3ccccc3n3nnnc23)cc1OC
  -1.42 | . | 0.01
CCc1cc2cc3c(cc2nc1SCC(=O)Nc1nnc(C)s1)OCCO3
  -2.23 | 17.9 | -1.36
CCCCN(CC)Cc1ccc(CNC(=S)Nc2c(C)cc(C)cc2C)o1
  . | -28.6 | .
O=c1c2[nH]c3ccccc3c2ncn1CCC1=CCCCC1
  0.34 | . | 0.94
Cc1cc(-c2ccccc2)nc2cc(C(=O)N(Cc3ccccc3)Cc3ccccc3)nn12
  -0.2 | 51.4 | -0.46
Cc1c(C(=O)O)sc2nc3n(c(=O)c12)CCCCC3
  0.03 | -40.0 | -0.67
COc1ccc(C(=O)Nc2cccc(C(C)=O)c2)c(OC)c1OC
  0.74 | 51.6 | 0.63
O=C(Nc1ccc(C(=O)OC[C@@H]2CCCN3CCCC[C@H]23)cc1)c1cccc(Br)c1
  -1.15 | 19.2 | -0.68
CCOc1ccc(C2=Nc3ccc(Br)cc3C(c3ccc(N4CCOCC4)cc3)=NN2)cc1
  -0.81 | . | 0.11
COc1ccc2c(c1)OC(O)(C(F)F)CC2=O (configuration not stated)
  1.34 | 5.0 | 1.43
Cc1ccc(C2C3CN(C(C)C)CC=C3C(C#N)=C(N)C2(C#N)C#N)cc1 (configuration not stated)
  -0.04 | . | -0.66
O=C(NC(Cc1c[nH]c2ccccc12)C(=O)N/N=C/c1cccc2ccccc12)c1cccs1 (configuration not stated)
  -0.01 | 40.0 | 0
Cc1ccc(S(=O)(=O)NCCNC(=O)CN2CCCC2)cc1
  0.48 | 14.3 | -0.28
CSc1sc(C)cc1C1C(C#N)=C(N)N(c2cccnc2)C2=C1C(=O)CCC2 (configuration not stated)
  0.56 | 9.1 | -0.06
Cc1ccc(S(=O)(=O)N2CCN(Cc3nc4ccccc4[nH]3)CC2)cc1C
  0.01 | 13.0 | -0.56
COc1ccc2cc3cc(C(=O)Nc4cc(OC)c(OC)c(OC)c4)oc3nc2c1
  0.32 | 40.6 | 1.51
O=S(=O)(NCc1cccnc1)c1ccc(Cl)s1
  0.59 | -5.6 | 1.45
Clc1nc(-c2cccnc2)nc2scc(-c3ccccc3)c12
  -0.91 | -6.7 | 0
